HIF-2a inh – blocks HIF-2a reporter activity; 786-0 RCC cells HIF-2a reporter, luciferase luminescence, overnight; inhibition, % at 18.8 µM; 360,000 compounds, 0.72% hits; AID 624352;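 active = inhibition of the luminescence signal of 40% or more relative to plate controls, in a single-dose primary screen at 18.75 µM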
KKLEB cytotox – counter-screen for CF NF-kB inhibitors: cytotoxicity | AID 602141 | 360,000 compounds, 0.36% hits | activity change (cytotoxicity), % at 5 µM | KKLEB CF airway cells viability, ATPlite luminescence, overnight; active compounds read low; cells stimulated with P. aeruginosa culture filtrate;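 active = corrected activity change at or below -50% at 5 µM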
Shn3 inh set2 – inhibitors of Schnurri-3 3'UTR reporter in osteoblasts. 360,000 compounds, 0.52% hits. Clone20 osteoblast Shn3 3'UTR firefly luciferase, 24 h. inhibition, % at 12.5 µM;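 active = mean inhibition of at least 75% with every replicate also reaching 75%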;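 note: 0% = median of neutral control wells and 100% = pilot-screen positive control compound; some compounds past the cut are filed as inactive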
hiPSC survival – enhancers of human iPSC single-cell survival | hiPSC single-cell survival, ATPlite luminescence; 100% = ROCK inhibitor wells, 0% = DMSO | survival enhancement, % at 20 µM | 360,000 compounds, 0.044% hits | AID 602274; in the data active = survival enhancement above about 18%;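 note: cells exposed to compounds for 16 hours before the ATP read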
NR2E3 ag-1 – human photoreceptor-specific nuclear receptor agonism | CHO-S Gal4-NCOR/VP16-NR2E3 two-hybrid, luciferase | AID 602229 | inhibition of corepressor binding, % at 3.98 µM | Q9Y5X4 | 360,000 compounds, 0.35% hits;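 active = inhibition above the mean of all tested compounds plus 3 SD, cut at about 70% in these data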;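 note: 0% = DMSO with NR2E3 transfected cells and 100% = cells lacking NR2E3 construct; higher means lower luciferase signal from less NR2E3 corepressor binding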
Target sequence (Q9Y5X4 whole entry, looked up, the tested form may be a part): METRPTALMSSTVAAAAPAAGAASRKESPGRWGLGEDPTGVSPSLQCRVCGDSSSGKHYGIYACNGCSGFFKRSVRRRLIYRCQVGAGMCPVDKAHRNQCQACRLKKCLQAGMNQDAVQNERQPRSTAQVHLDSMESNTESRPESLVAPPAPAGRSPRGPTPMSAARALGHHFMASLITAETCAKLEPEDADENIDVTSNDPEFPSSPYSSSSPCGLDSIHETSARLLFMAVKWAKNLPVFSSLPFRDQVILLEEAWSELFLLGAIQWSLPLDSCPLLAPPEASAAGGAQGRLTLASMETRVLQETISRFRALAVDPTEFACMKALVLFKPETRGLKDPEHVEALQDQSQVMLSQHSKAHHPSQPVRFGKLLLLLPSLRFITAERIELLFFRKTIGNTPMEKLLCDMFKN
Peg3 prom inh – reduces Peg3 promoter-driven luciferase expression in HeLa | inhibition, % at 20 µM | HeLa PEG-Prom luciferase reporter, luminescence, overnight | 360,000 compounds, 1.7% hits | AID 588405;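 active = inhibition of at least 50% at 20 µM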
LMP1 NFkB inh – reduces LMP1-driven NF-kappaB luciferase signal; AID 504558; 350,000 compounds, 0.69% hits; LMP1-induced NF-kappaB luciferase reporter cells, luminescence; inhibition, % at 12.5 µM; in the data active = inhibition above about 41%;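 note: 0% = neutral control wells and 100% = reference inhibitor control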
C8 TRAIL sens – sensitizes caspase-8 expressing cells to TRAIL | inhibition (viability loss, TRAIL sensitization), % at 10 µM | AID 624354 | NB7+C8 cells + TRAIL, ATPlite viability luminescence | 360,000 compounds, 1% hits;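 active = compounds causing at least 50% loss of cell viability in the single-dose screen, relative to plate controls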
MITF TRPM1 inh – inhibitors of MITF-driven TRPM1 promoter in melanoma cells | inhibition, % at 12.5 µM | SK-MEL-5 TRPM1 promoter luciferase, 24 h | AID 488899 | 330,000 compounds, 0.83% hits;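 active = mean inhibition across replicates of 60% or more, whatever share of single replicates reaches that level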; note: values of inactives mirror those of a sister screen read the other way
CF NFkB block – inhibitors of cystic fibrosis induced NF-kB; KKLEB NF-kB-GFP reporter, PAF-induced, GFP fluorescence overnight; inhibition, % at 5 µM; 360,000 compounds, 0.86% hits;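 active = at least 50% inhibition at 5 µM, scaled per plate between neutral and stimulator controls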;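 note: PAF is a Pseudomonas aeruginosa culture filtrate used as stimulus; plate controls were PAF-stimulated DMSO wells for no effect and unstimulated DMSO wells for full effect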
NR2E3 ag-2 – NR2E3 (human) agonism | inhibition of corepressor binding, % at 4.78 µM | GST-NR2E3/biotin-RetCOR TR-FRET, 1536-well | 320,000 compounds, 0.12% hits | AID 2300;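 active = percent inhibition above the cutoff of mean plus 3 SD of all tested compounds, set per screening campaign, cut at about 20% in these data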;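 note: 0% = DMSO wells and 100% = biotin wells as full block of FRET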
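system = GST-tagged NR2E3 plus biotinylated RetCOR corepressor | input = 1.35 nM GST-NR2E3 | also added = 7 nM biotin-RetCOR | schedule = 5 h incubation at 4 °C | measured by = TR-FRET with europium anti-GST and streptavidin-D2, 340 nm excitation | read-out = percent loss of FRET ratio relative to control wells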
Active calls of the source: *; · = no result given. The list is partial; the hit share may differ from the screen's.

SMILES	HIF-2a inh	KKLEB cytotox	Shn3 inh set2	hiPSC survival	NR2E3 ag-1	Peg3 prom inh	LMP1 NFkB inh	C8 TRAIL sens	MITF TRPM1 inh	CF NFkB block	NR2E3 ag-2
O=C(NCc1ccccc1)N1CCCC1	14	-2	2	0.6	-38	18	-1	-16	-3	-8	1
CCOc1ccc(-c2cnc(SCC(N)=O)nc2N)cc1	-13	8	9	2.8	-12	2	1	-1	0	-17	-1
CCO/N=C(\C)c1c(O)c2ccccc2n(C)c1=O	-2	10	-21	-0.2	-10	16	-5	-8	3	-5	0
Cc1ccccc1C(=O)NNC(=O)c1cccc(Br)c1	-4	3	-6	0.1	-8	-9	0	3	0	5	0
Cc1ccn2c(C(=O)CSc3ccccc3Cl)c(C)nc2c1	-47	-6	7	0.1	-8	-37	-18	32	-10	14	2
COc1cccc(C(O)c2nc(-c3ccc(Cl)cc3)cs2)c1 (configuration not stated)	-40	-6	-6	-0.8	30	-28	·	11	·	-31	·
CC1(C(=O)NS(=O)(=O)Cc2ccccc2C(F)(F)F)CCN1C(=O)Cc1ccsc1 (configuration not stated)	8	-8	-4	-1.2	-10	8	·	-27	·	20	·
CN(Cc1ccccc1)c1nc2c(c(=O)n(C)c(=O)n2C)n1CCSc1ncccn1	-12	-3	11	0.8	-55	-7	4	4	3	9	1
CSCCC(NC(=O)/C(=C/c1ccco1)NC(=O)c1ccco1)C(=O)O (configuration not stated)	19	-10	2	-0.1	-15	5	·	7	·	10	2
O=C(c1csc2c1CCCC2)N1CCCCC1	15	-6	16	-2.8	-13	-3	4	6	8	1	2
Cc1ccc(S(=O)(=O)N(CC(=O)O)Cc2ccccc2)cc1	-7	-1	-9	-0.2	16	9	4	-2	-3	-2	4
Cc1ccccc1CC(=O)NC1CCN(Cc2ccccc2)CC1	11	-18	4	0.1	-1	10	-2	8	11	2	2
CCCCNC(=O)CCn1c(=O)c2ccccc2n(CC(=O)N2CC(C)CC(C)C2)c1=O (configuration not stated)	12	1	11	0.0	10	9	-2	2	3	16	2
CSc1cnc2c(N)nc(N(C)C)nc2n1	11	6	-16	-0.6	-29	2	-1	-7	-7	1	2
Cc1ccc(C)c(NC(=O)C2(C)CCN2C(C)C)c1 (configuration not stated)	11	2	-4	-3.2	-3	6	·	-13	·	6	·
CCn1cc(CN2CCC(C(=O)Nc3ccc(Oc4cccnc4)cc3)CC2)cn1	11	-13	16	-0.5	-19	12	-1	-24	8	17	4
O=C1C=C(c2cc(C(F)(F)F)cc(C(F)(F)F)c2)C[C@@H](c2ccc(Cl)cc2)C1	11	4	13	-2.3	17	1	11	13	9	15	5
Cc1ccc(N2CC(=O)N(NC(=O)CN3CCN(c4ccccc4)CC3)CC2=O)cc1	11	-6	10	-0.4	-2	9	-3	-2	-4	14	3
CN(C(=O)c1cc(COc2ccc(F)cc2Cl)on1)C1CCCc2ccccc21 (configuration not stated)	-10	-8	-2	-0.2	-20	13	2	8	-22	16	1
O=C(NC(=S)Nc1ccccc1C(=O)O)c1ccc2ccccc2c1	-39	1	-10	-0.6	-31	-10	1	-6	-13	-8	0
O=[N+]([O-])c1ccccc1Nc1ccc(O)cc1	0	-15	0	1.6	2	13	4	-3	5	18	3
COc1cc2[nH]c3c(=O)n(CCN4CCCCC4)cnc3c2cc1OC	5	1	10	1.3	23	17	-2	-5	-15	-20	0
CN(C)CCCN(C(=O)c1ccc(S(=O)(=O)N2CCc3ccccc32)cc1)c1nc2ccc(Cl)cc2s1	-3	-10	4	-0.2	-3	40	8	8	-5	8	-4
COc1cc(CNCc2c[nH]c3ccccc23)cc(OC)c1	13	-1	54	-0.5	-24	-225	10	-16	8	-11	-3
COc1ccc(NC(=S)Nc2nc(CC(=O)Nc3ccccc3OC)cs2)cc1	17	7	5	-0.4	-5	11	8	-2	-1	12	1
CSc1nc(N)nc2c1ncn2Cc1ccccc1	-9	-7	12	-0.5	-41	-3	3	20	-1	-21	·
NC(=O)CSc1nc(C23CC4CC(CC(C4)C2)C3)nc2ccccc12	39	-14	0	-0.1	3	17	-10	1	-7	23	0
O=C(O)C1=C(Nc2ccccc2)OCC1=O	2	12	-11	0.1	13	-3	0	-3	9	-26	2
Cc1ccccc1-n1c(Cn2c(=O)sc3ccccc32)nnc1SC(C)C	-1	-4	-7	-1.1	-4	-9	-2	-5	·	-35	0
CN(Cc1ccccc1)S(=O)(=O)c1ccc(Cl)c(C(=O)NCCc2ccccn2)c1	21	5	3	-0.6	-21	20	7	-21	-1	-6	-2
Cc1cc(C)cc(OCC(=O)Nc2cccc(S(=O)(=O)NC3=NCCC3)c2)c1	1	-1	18	0.0	3	23	-3	13	-14	-3	1
COC(=O)CCCSc1nccn1-c1ccccc1	3	4	-32	0.2	-18	1	-11	3	2	-9	-5
CC1CCC(NC(=O)CCS(=O)(=O)c2ccc3c(c2)NC(=O)CO3)CC1 (configuration not stated)	11	-9	-3	-0.7	4	14	-6	0	0	21	1
CC(C)(C)c1cc(NC(=O)c2cccc([N+](=O)[O-])c2)no1	-287	-1	-42	-0.4	-113	-282	-21	16	-71	14	1
CCOc1ccc(-c2nc(S(=O)(=O)c3ccccc3)c(N3CCC(C(N)=O)CC3)o2)cc1	6	19	14	-0.1	-35	4	-4	-4	-5	-22	2
CCOC(=O)C1(Cc2ccc(OC)cc2)CCN(C(=O)CCN2CCCC2=O)CC1	-48	-3	-37	0.4	-8	-38	-8	-12	-6	-23	1
CCOC(=O)C1=C(COC(=O)C2(C)CC2(Cl)Cl)NC(=O)NC1c1ccccc1 (configuration not stated)	9	6	-12	0.7	-12	-3	2	-10	-1	-1	0
O=C(Nc1ccccc1)N(Cc1cccnc1)Cc1ccco1	15	1	10	0.5	-8	-67	-5	-59	17	13	1
COc1ccc(N(C)C(=O)c2ccc3c(c2)nnn3C)cc1	-1	-7	-1	-0.2	5	3	2	-15	-3	-3	-2
CCCc1cc(C(=O)Nc2c(C)n(C)n(-c3ccccc3)c2=O)no1	-6	-5	17	-3.2	14	5	-11	1	-11	21	0
Cc1ccccc1-c1nnn(CC(=O)NCc2ccc3c(c2)OCO3)n1	-8	-2	-7	-0.4	-7	6	3	0	7	-3	-2
CCOC(=O)C(O)(C1C(=O)CC(C)(C)CC1=O)C(F)(F)F (configuration not stated)	8	-8	-2	1.9	-21	2	1	0	-4	6	-4
CCOC(=O)c1ccc(CNC(=O)CSc2nnc(-c3ccncc3)o2)cc1	19	8	-6	3.0	14	3	-1	-3	-4	-9	2
CC(C)Cc1cc(C(=O)N2CCC(N3CCC(C(=O)N4CCOCC4)CC3)CC2)n[nH]1	21	10	10	0.6	5	-4	1	-8	7	7	-1
O=C(CCCc1nc2ccccc2s1)NC1CCOC1=O (configuration not stated)	9	-6	-6	-0.5	-35	-1	-14	0	10	-12	-1
O=S1(=O)CC(O)C(Nc2ccccc2Cl)C1 (configuration not stated)	9	-2	-10	2.4	-1	2	-1	3	-6	-6	1
Cc1ccccc1-n1c(=O)n(CCc2ccccc2)c(=O)c2[nH]cnc21	12	2	1	-0.9	-25	13	3	5	-2	-14	6
Cc1nnc(SCC(=O)N2CCN(Cc3ccccc3)CC2)s1	7	-6	-46	3.6	-42	5	-10	-10	1	6	-4
COC(=O)C1C(=O)C2=C(CC1C)NC(C)=C(C(=O)OC(C)C)C2c1ccc(C)o1 (configuration not stated)	-86	6	-28	-1.7	4	-15	-4	3	-13	2	1
Cc1c(C(=O)Nc2ccc(C(=O)O)cc2)cnn1C	-3	-2	-3	4.5	-30	-2	-10	1	-1	1	-1
CCN1C(=O)[C@@H]2[C@@H]3CN(S(=O)(=O)c4ccc(C)cc4)[C@@H](c4ccccc4)[C@@H]3C(=O)C[C@@H]2C1=O	13	2	-16	2.1	-9	4	·	3	·	-16	·
Cc1ccc(-c2csc3ncnc(N4CCN(c5ccccc5O)CC4)c23)cc1	25	1	31	-0.4	-21	23	11	5	-1	30	1
COc1ccc(CCNc2nc(=S)[nH]c3cc(OC)c(OC)cc23)cc1OC	24	-12	29	-5.3	-7	2	15	8	-4	24	3
CC(=O)Nc1c(C(=O)c2ccc(F)cc2)oc2ccccc12	-42	5	-7	-1.1	-39	-5	-5	-1	0	-11	0
Cc1ccc(NC(=O)CN(C)S(=O)(=O)c2cnc[nH]2)cc1C	-21	1	10	11	-30	-24	-9	-10	-10	-4	-3
COc1ccc(S(N)(=O)=O)cc1C(=O)OCC1CCCCC1	3	-7	12	1.5	-21	12	1	-7	-15	25	-4
COc1ccc(-c2nc(CN3CCC(c4ccccc4)CC3)c(C)o2)cc1OC	2	-2	9	-1.8	24	19	6	2	2	16	1
Cc1ccc2nc(NCC(=O)NN)nc(-c3ccccc3)c2c1	17	0	·	0.1	1	4	4	-13	8	0	3
Cc1ccc(N2C(=O)C3C4C=CC(C4)C3C2=O)cc1 (configuration not stated)	6	-1	0	3.4	-25	16	-1	-4	0	6	2
COc1ccncc1-c1ccc(C2=CC(=O)CC(C)(C)C2=O)cc1	-218	11	-96	-2.3	-90	-203	-24	-2	·	-1	·

Four structures already listed, sorted by SMILES length, falling.
SMILES	HIF-2a inh	KKLEB cytotox	Shn3 inh set2	hiPSC survival	NR2E3 ag-1	Peg3 prom inh	LMP1 NFkB inh	C8 TRAIL sens	MITF TRPM1 inh	CF NFkB block	NR2E3 ag-2
COC(=O)C1C(=O)C2=C(CC1C)NC(C)=C(C(=O)OC(C)C)C2c1ccc(C)o1 (configuration not stated)	-86	6	-28	-1.7	4	-15	-4	3	-13	2	1
COc1ccc(-c2nc(CN3CCC(c4ccccc4)CC3)c(C)o2)cc1OC	2	-2	9	-1.8	24	19	6	2	2	16	1
CC(=O)Nc1c(C(=O)c2ccc(F)cc2)oc2ccccc12	-42	5	-7	-1.1	-39	-5	-5	-1	0	-11	0
Cc1nnc(SCC(=O)N2CCN(Cc3ccccc3)CC2)s1	7	-6	-46	3.6	-42	5	-10	-10	1	6	-4

(next part)
SMILES	HIF-2a inh	KKLEB cytotox	Shn3 inh set2	hiPSC survival	NR2E3 ag-1	Peg3 prom inh	LMP1 NFkB inh	C8 TRAIL sens	MITF TRPM1 inh	CF NFkB block	NR2E3 ag-2
Cc1cccc(C)c1NC(=S)NCc1ccccc1	12	-9	18	0.0	2	6	6	-5	4	3	3
Cc1cccc(OCc2n(CC(=O)OC3CC(C)CCC3C(C)C)c3ccccc3[n+]2C)c1 (configuration not stated)	96*	-57*	7	-5.1	-19	103*	-15	31	96*	69*	2
COc1ccc(S(=O)(=O)N2CCc3ccccc32)cc1OC	21	-3	15	0.2	14	12	23	7	-2	6	-2
Nc1nc(SCC(=O)NCc2ccccc2)[nH]c(=O)c1NC(=O)c1ccccc1F	20	10	-20	2.6	-7	15	-7	2	-13	-16	-1
COc1ccc(NC(=O)N2CCC(CO)(CC3CCCCO3)CC2)c(OC)c1 (configuration not stated)	10	-1	11	-0.3	-14	6	-7	-12	3	-2	1
